# Compound activity deposited in PubChem BioAssay by Broad Institute.
# PGC1a acetyl inh: modulators of PGC1a acetylation; U2OS PGC1a acetylation, AlphaScreen anti-acetyl-lysine; with virally co-expressed GCN5 acetyltransferase; inhibition, % at 15.6 µM; actives 0.17% (n = 350,000); AID 651687;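 active = every replicate shows inhibition of at least 40%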;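 also: 0% = neutral control wells and 100% = positive control wells; some results beyond the cut were filed as inactive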
# PglD DTNB: inhibitors of Campylobacter jejuni PglD acetyltransferase | purified PglD enzyme, DTNB colorimetric CoA detection | inhibition, % at 12.5 µM | actives 0.098% (n = 360,000) | AID 602405; in the data active = inhibition above about 16%, passing the limit was not always enough; also: strong numbers were not always called active
# LGR2 antag: inhibitors of bursicon-induced Drosophila LGR2 receptor cAMP signaling | HEK293 LGR2, CRE-luciferase, bursicon-stimulated, 4 h | inhibition, % at 9.99 µM | actives 0.35% (n = 380,000) | AID 720647;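 active = drop in luminescence signal, shown as inhibition above about 50% in the replicate tests, limit read from the data, passing the limit was not always enough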;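 also: agonist challenge used bursicon conditioned medium at about half maximal strength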
# PAX8 inh HTS: PAX8 transcriptional activity inhibition. RMG-I TPO-luciferase reporter, SteadyGlo, 24 h. inhibition, % at 12.6 µM. actives 1.2% (n = 360,000);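 active = mean replicate inhibition at least 60% with every replicate also reaching 60%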;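 also: luciferase light reporting Pax8 driven TPO promoter activity; plate controls were median of neutral control wells for no effect and mitoxantrone controls for full effect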
# GSIS activator: GLuc luminescence reporter in INS-1E cells, primary screen for activators of glucose-dependent secretion of insulin; INS-1E GLuc reporter insulin secretion, 2-3 h; actives 0.61% (n = 370,000); activation, % at 16.6 µM;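 active = lowest replicate activation of at least 40%, so every replicate reaches that level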;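 also: 0% = median of neutral control wells and 100% = median of IBMX positive control wells; some compounds called inactive have numbers as strong as hits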
# Cneo AK release: Cryptococcus neoformans lysis via adenylate kinase release; lysis activity, % at 15 µM; actives 0.2% (n = 360,000); C. neoformans lysis, adenylate kinase release luminescence, 4 h; normalised: neutral wells 0, clomiphene wells 100;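 active = mean lysis activity across replicates of at least 80%, whatever share of replicates individually reach that level; inactive = mean lysis activity below 80%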
#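 Test system: log-phase Cryptococcus neoformans yeast cells. Input: 5 × 10^6 yeast cells/mL. Medium: fresh YPD growth medium. Doses: single dose. Incubation: static 4 h at 37 °C with compound, 1 h detection. Measured by: luminescent adenylate kinase detection reagent. Read-out: signal increase indicating cell lysis. Benchmarks: Clomiphene.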
# ARNT-TACC3 inh: ARNT/TACC3 interaction disruption; AlphaScreen His-ARNT PAS-B/GST-TACC3 binding, luminescence; TACC3 fragment carries E629A point mutation; inhibition, % at 9.99 µM; actives 0.66% (n = 390,000);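 active = mean inhibition of replicates at least 50% and at least half of replicates each reaching 50%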;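 also: 0% = complete ARNT plus TACC3 wells and 100% = ARNT alone without TACC3; many hits fall short of the cut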
# Statin myotox sup: suppressors of simvastatin-induced myotoxicity in C2C12 myotubes; ATP luminescence, 48 h; scaled: DMSO 0, geranylgeraniol control 100; rescue of ATP level, % at 7.49 µM; actives 0.78% (n = 330,000); AID 602340;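 active = mean ATP rescue above about 67%, or every replicate alone reaching that limit, limit read from the data, passing the limit was not always enough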;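 also: myotubes were challenged with 10 µM simvastatin during compound exposure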
# * = called active by the depositor; / = no result given; & = joins results of further samples.
SMILES,PGC1a acetyl inh,PglD DTNB,LGR2 antag,PAX8 inh HTS,GSIS activator,Cneo AK release,ARNT-TACC3 inh,Statin myotox sup
Cc1cc(OCC(=O)N2CCOCC2)c(C(C)C)cc1Cl,-16,-6,4,/,-9,1,-10,-9
CC(NC(=O)COC(=O)CCC(=O)c1ccc(Cl)cc1)c1ccccc1 (stereo unspecified),-8,3,12,-57,-18,0,2,-1
CC(=O)Nc1ccc(C(=O)CSc2ncn(-c3ccccc3)n2)cc1,16,-3,-13,/,/,-2,-3,-4
CCCOC1OC(=O)c2c1ccc(OC)c2OC (stereo unspecified),-4,-3,4,-11,0,0,0,/
CC(C)C(=O)N=c1sc2cccc(F)c2n1C,/,/,-3,-18,19,/,-1,4
C[C@H](NC(=O)C[C@@H]1CC[C@@H]2[C@H](COC[C@H](O)CN2C(=O)Nc2cccc(F)c2)O1)c1ccccc1,5,-2,-18,-32,-11,-5,4,-19
COc1cc(C(=O)Nc2ccc3c(c2)ncn3C(C)(C)C)cc(OC)c1OC,-7,8,-10,-6,-3,-2,5,3
COc1ccc(N/C=C\C(=O)c2ccc(Br)cc2)cc1OC,/,/,-65,-87,131*,/,-7,/
COCCNC(=O)C[C@@H]1CC[C@H](NS(=O)(=O)c2ccc(C)cc2)[C@H](CO)O1,0,1,-11,-12,11,-1,-14,-1
Cc1noc(C)c1N=Nc1ccccc1C(=O)O,-1,/,-30,7,3,/,-3,/
N#Cc1ccc(-c2ccc3c(c2)[C@@H]2[C@@H](CCN2C(=O)c2ccc(F)cc2)[C@@H](CO)N3)cc1,-1,3,3,-9,5,-11,1,8
COc1cc2ccccc2cc1C(=O)N1CCN(C)CC1,8,2,5,/,9,0,-7,13
C[C@H]1CN([C@@H](C)CO)C(=O)Cc2cc(NC(=O)CCCCCC(=O)Nc3ccccc3N)ccc2O[C@@H]1CN(C)CC1CC1,6,5,-8,/,-2,-4,8,4
CCCS(=O)(=O)c1c(S(=O)(=O)CCC)c2cnccn2c1C(=O)c1ccc(Cl)cc1,1,5,5,/,-24,1,0,/
O=C1NC(=Nc2cccc([N+](=O)[O-])c2)SC1(CO)CO,2,-3,-7,12,23,0,-4,3
CC(C)(C)OC(=O)N1O[C@H]2C[C@@H]1[C@@H]1[C@@H]2N=NN1C12CC3CC(CC(C3)C1)C2,-2,8,-12,-3,44*,5,/,2
COc1ccccc1C(=O)N(NC(=O)Oc1ccccc1)C(C)(C)C,/,-1,/,2,5,1,-11,/
COc1ccc(NC(=S)N2CCC(N(C)CC3CCCO3)CC2)cc1 (stereo unspecified),/,/,3,-12,2,/,-2,/
COc1ccccc1C(=O)Nc1ccc(CN2CCCCC2)cc1,3,-78,/,-2,/,-1,/,/
CC(=O)Oc1c(I)cc(I)cc1C(=O)Nc1ccc(Cl)cc1,/,3,46,4,-11,-9,-15,-18
COC(=O)c1cc(NS(=O)(=O)c2ccc(N3CCC(C)CC3)c([N+](=O)[O-])c2)cc(C(=O)OC)c1,-23,3,1,0,-2,0,0,/
Cc1ccc(C(=O)CCC(=O)N2CCN(C(=O)c3ccco3)CC2)cc1,1,/,-2,24,-12,/,4,13
CCOCCn1c(SCc2ccc(F)cc2)nc2c1c(=O)[nH]c(=O)n2C,/,5,-12,10,8,1,0,3
Cc1cc(NC(=O)CSc2nc(C)c(C)c(=O)[nH]2)no1,/,12,-3,5,16,-1,0,1
Cc1cc(NC(=O)C(C)Oc2ccc(Cl)cc2Cl)n(-c2ccccc2)n1 (stereo unspecified),-21,1,/,8,/,0,-10,2

# An excerpt from above in order of the LGR2 antag value, largest number first:
molecule	PGC1a acetyl inh	PglD DTNB	LGR2 antag	GSIS activator	ARNT-TACC3 inh
Cc1cc(OCC(=O)N2CCOCC2)c(C(C)C)cc1Cl	-16	-6	4	-9	-10
Cc1cc(NC(=O)CSc2nc(C)c(C)c(=O)[nH]2)no1	/	12	-3	16	0
CCOCCn1c(SCc2ccc(F)cc2)nc2c1c(=O)[nH]c(=O)n2C	/	5	-12	8	0
C[C@H](NC(=O)C[C@@H]1CC[C@@H]2[C@H](COC[C@H](O)CN2C(=O)Nc2cccc(F)c2)O1)c1ccccc1	5	-2	-18	-11	4

# Next part:
SMILES,PGC1a acetyl inh,PglD DTNB,LGR2 antag,PAX8 inh HTS,GSIS activator,Cneo AK release,ARNT-TACC3 inh,Statin myotox sup
Cc1ccc(NC(=O)CCNCc2ccco2)cc1S(=O)(=O)N(C)C,-2,/,7,-8,-12,/,-1,/
Cc1ccccc1-c1cnc2c(c1)C(=O)N([C@H](C)CO)C[C@H](C)[C@@H](CN(C)Cc1cncnc1)O2,9,0,9,-26,2,-7,-9,7
CC(C)NC(=O)N1C[C@@H]2[C@H](c3ccccc31)[C@H](CO)N2C(=O)Nc1ccc(F)cc1,-2,-12,6,4,-9,1,-7,4
Cc1nc2nc(SCC(=O)c3ccc([N+](=O)[O-])cc3)[nH]c2cc1Br,18,-5,4,-12,22,-2,-2,/
Cc1cc(C)n2nc(SCC(=O)NC(=O)NCc3ccco3)nc2n1,4,/,18,6,13,/,-6,-4
O=C(O)[C@@H]1[C@@H](CO)[C@@H]2Cn3c(ccc(-c4ccccc4F)c3=O)[C@@H]2N1C(=O)c1cnccn1,/,0,13,/,10,46,-3,6
Cc1nn2c(-c3cccc(NC(=O)c4ccco4)c3)nnc2c2ccccc12,7,2,/,3,/,1,38,-13
CCn1c(C)c(C(=O)O)c2cc(OC)c3ccccc3c21,/,2,-11,9,8,0,-3,-6
Cc1nn(C(=O)N2CCOCC2)c(C)c1C,14,0,/,-1,/,-1,/,/
O=C(NCc1ccc(F)cc1)[C@H]1[C@H](CO)[C@H]2Cn3c(cccc3=O)[C@@H]1N2Cc1cccnc1,/,-4,-4,/,1,-1,17,-1
CC(=O)NCCc1nc2ccccc2n1Cc1ccc(Cl)cc1,-6,/,-9,9,3,/,-8,/
CCOC(=O)C1=C(O)/C(=C/c2cn(CC(=O)NCC3CCCO3)c3ccccc23)SC1=Nc1ccc(C)cc1 (stereo unspecified),1,6,/,/,/,1,25,/
CN(C)S(=O)(=O)c1ccc2oc(SCC(=O)NCC(F)(F)F)nc2c1,18,-4,12,-3,3,2,-9,-7
CC(=O)OCC(=O)C1CCC2C3CC=C4CC(O)CCC4(C)C3CCC12C (stereo unspecified),-2,2,-2,-4,/,3,25,-10
C[C@@H]1CCCCO[C@H](CN(C)S(=O)(=O)c2cccs2)[C@H](C)CN([C@@H](C)CO)C(=O)c2cc(NC(=O)Nc3ccc(F)cc3)ccc2O1,5,-4,15,48,2,2,15,-16
CC(=O)N1[C@@H]2Cn3c(ccc(-c4cccc(F)c4)c3=O)[C@H]1[C@@H](C(=O)NCC1CC1)[C@@H]2CO,/,0,-5,-11,2,-2,-12,13
C[C@@H]1CCCCO[C@@H](CN(C)S(=O)(=O)c2cn(C)cn2)[C@@H](C)CN([C@@H](C)CO)C(=O)c2cc(NC(=O)Nc3ccccc3)ccc2O1,-1,1,-19,-11,40,1,4,/
O=S(=O)(c1ccc(Cl)cc1)n1cnc2ccccc21,3,-8,13,13,5,1,-5,-8
c1ccc(CNc2nc(NCCc3ccncc3)c3sccc3n2)cc1,/,10,20,70*,0,-1,/,-130
COc1cc2cc(C(c3nnnn3C(C)(C)C)N3CCc4ccccc43)c(=O)[nH]c2cc1OC (stereo unspecified),4,-2,12,/,10,1,3,20
S=C1NC(c2ccccc2)=NCN1c1ccc(Cl)cc1,-8,-6,-13,/,5,-2,-1,-6
CC(C)Sc1nnc(Nc2ccccc2)s1,-11,6,/,/,/,-3,17,-36
Cc1c(NC(=O)CN2CCN(c3ccc(O)cc3)CC2)c(=O)n(-c2ccccc2)n1C,/,/,7,9,7,/,7,/
O=S(=O)(c1ccc(Cl)cc1)N1CCN(c2ncnc3sccc23)CC1,0,-5,1,48,-71,-5,-16,-52
CC(C)CCn1cnc2c(c1=O)c1nc3ccccc3nc1n2Cc1ccc2c(c1)OCO2,3,-3,3,/,9,-1,-2,4
# New compounds follow:
SMILES,PGC1a acetyl inh,PglD DTNB,LGR2 antag,PAX8 inh HTS,GSIS activator,Cneo AK release,ARNT-TACC3 inh,Statin myotox sup
CCNC(=S)N1CCC(c2nc3cc(C)c(C)cc3[nH]2)CC1,/,/,5,32,-3,/,1,/
COc1cc(CNCCO)ccc1OCCc1ccccc1,/,-7,-4,-36,-15,0,5,4
CCC(C)Sc1nc2c(cnn2-c2ccc(C)cc2)c(=O)[nH]1 (stereo unspecified),2,-4,-3,1,-9,-1,-3,4
COc1cccc(OC)c1OCCCCCc1c(C)n[nH]c1C,11,/,6,/,32,/,-12,/
C[C@@H]1CN([C@H](C)CO)C(=O)c2cc(NC(=O)Nc3cccc4ccccc34)ccc2O[C@H]1CN(C)Cc1ccc(C(F)(F)F)cc1,6&1,0&-4,10&-6,60,-8&10,-2&0,8&-4,5
COc1ccc(-c2nc3cccc(C)n3c2NCC2CCCO2)cc1O (stereo unspecified),5,/,-30,-13,8,0,4,-7
CCCCNc1nc(-c2ccccc2)cc(C(F)(F)F)c1C(N)=O,-10,-1,5,/,1,1,7,-12
COc1ccc(-c2nc(-c3cccs3)c(-c3cccs3)[nH]2)cc1O,3,1,-6,/,-3,2,4,/
O=S1(=O)N=C2CCCCCN2C(c2ccncc2)N1 (stereo unspecified),-3,1,/,/,/,-1,8,30
CCN(CC)c1ccc2c(O)cc(=O)oc2c1,3,/,-136,9,-7,/,-4,/
O=C1C=CC(=O)N1c1ccc2c(c1)Cc1cc(F)ccc1-2,8,1,/,11,/,2,-17,2
CO[C@H]1CN(C)C(=O)c2cc(NC(C)=O)ccc2OC[C@H](C)N(Cc2cncnc2)C[C@H]1C,5,-2,-4,/,14,3,-8,-1
Cc1ccccc1OCC(=O)OCC(=O)c1ccc(OCc2ccccc2)cc1,-10,-1,-34,-21,7,-2,-13,1
COC(=O)c1cn(-c2ccc(F)cc2)c(=O)c2ccccc12,6,/,-32,14,10,/,-7,/
CC(C)c1nc(C#N)c(NN)o1,/,-2,-6,-17,/,-1,5,-3
Cc1ccc(NC(=O)Nc2ncccc2C)cc1,-18,/,/,-170,23,/,17,/
COCOc1ccc(C=O)cc1OCOC,0,-4,/,/,/,2,-6,6
C[C@@H]1CN([C@@H](C)CO)C(=O)c2cccc(NC(=O)C3CCCCC3)c2O[C@H]1CN(C)Cc1ccc(Oc2ccccc2)cc1,12,3,9,/,83,-3,14,-22
COc1cccc(OC)c1C(=O)Nc1nc(-c2ccccc2)cs1,11,6,-8,-4,-4,1,-5,12
C[C@@H]1CN([C@@H](C)CO)C(=O)c2cc(NC(=O)Nc3ccc(C(F)(F)F)cc3)ccc2O[C@@H]1CN(C)C(=O)NC1CCCCC1,1,2,16,24,-2,0,6,0
N#CC1=C(N)Oc2c(ccc3cccnc23)C1c1ccccc1 (stereo unspecified),11,-4,9,26,16,-1,57*,-60
COc1ccc(CN=C2NC(=O)CC(C(=O)Nc3ccc([N+](=O)[O-])cc3C)S2)cc1 (stereo unspecified),/,/,6,19,2,/,-4,/
Cc1ccc(S(=O)(=O)N[C@@H]2CC[C@@H](CCn3cc(-c4cccnc4)nn3)O[C@@H]2CO)cc1,4,4,17,5,-5,-15,-5,1
O=C(NNS(=O)(=O)c1ccc(F)cc1)C1CC(c2cccnc2)=NO1 (stereo unspecified),31,/,-15,-15,2,/,-1,-6
Cc1cc(C(=O)OCC(=O)NCc2ccco2)c(C)n1-c1ccccc1,3,0,/,/,/,-1,-9,-59
O=C(CCCNS(=O)(=O)c1cccc2nsnc12)NCCc1ccccc1,-24,10,/,-16,/,0,-11,5
